High-throughput results deposited in PubChem by several laboratories.
HTR5A inv ctr: HTR5A inverse agonists in luminescence cell assay, primary screen, counter-screen for OPRM1-OPRD1 heterodimer inverse agonist project, full-deck HTS; AID 504634, 2011; inhibition, % at 9.3 µM; HTR5A cell line, inverse agonism; 340,000 compounds, 0.083% hits; 5-hydroxytryptamine receptor 5A (Homo sapiens), P47898; in the data active means inhibition mostly above about 23%, no sharp cut-off; inactive means mostly below about 18%;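 further: 0% = cells with DMSO and 100% = no-cell wells with DMSO; some compounds called inactive have numbers as strong as hits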
Arr AP2 block: inhibitors of beta-arrestin/AP2 binding, primary screen, biochemical, GPCR trafficking, flow cytometry | 340,000 compounds, 0.31% hits | beta-arrestin 1 C-terminal peptide binding to AP2 beta2-adaptin appendage (human) | FITC-arrestin peptide / GST-AP2 beads; AP2 beta2 appendage carries R879A mutation | AID 504490, 2011 | inhibition, % at 10 µM;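 active means inhibition above a set limit, near 3 SD of compounds lacking own fluorescence, cut at about 54% in these data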;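 further: plate controls were DMSO wells for no effect and 5 µM unlabelled arrestin peptide for full effect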
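Material – AP2 appendage R879A on GSH beads · Buffer or medium – PBS with 0.05% Tween 20 and 0.1% BSA · Probe or stimulus – fluorescein-tagged arrestin peptide at 50 nM final · Incubation – compound with beads 12 min RT, then probe 1 h RT · Detection – high-throughput flow cytometry of beads, ex 488, em 535 nm · Evaluation – percent response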
DSG3 Ab inh: inhibitors of pemphigus antibody binding to DSG3, primary screen, biochemical, bead-based, flow cytometry, scFv-GFP; 310,000 compounds, 0.48% hits; Desmoglein-3 (Homo sapiens), P32926; binding (percent of control), % at 10 µM; DSG3-coupled beads, scFv-anti-DSG3-GFP binding; active compounds read low;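 active means binding more than 3 SD below its plate's average and above zero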;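 further: hits lower antibody fragment binding to DSG3; some compounds called inactive have numbers as strong as hits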
OPRM1-OPRD1 ag: agonists of OPRM1-OPRD1 heterodimerization, primary screen, cell-based, luminescence; activation, % at 9.3 µM; cells; AID 504326, 2011; Mu-type opioid receptor (Homo sapiens) + Delta-type opioid receptor (Homo sapiens), …; 340,000 compounds, 0.3% hits; in the data active means activation above about 18%;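 further: 0% = vehicle-treated cells and 100% = reference agonist; values of inactives mirror those of a sister screen read the other way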
Target sequence (P35372 whole entry, looked up): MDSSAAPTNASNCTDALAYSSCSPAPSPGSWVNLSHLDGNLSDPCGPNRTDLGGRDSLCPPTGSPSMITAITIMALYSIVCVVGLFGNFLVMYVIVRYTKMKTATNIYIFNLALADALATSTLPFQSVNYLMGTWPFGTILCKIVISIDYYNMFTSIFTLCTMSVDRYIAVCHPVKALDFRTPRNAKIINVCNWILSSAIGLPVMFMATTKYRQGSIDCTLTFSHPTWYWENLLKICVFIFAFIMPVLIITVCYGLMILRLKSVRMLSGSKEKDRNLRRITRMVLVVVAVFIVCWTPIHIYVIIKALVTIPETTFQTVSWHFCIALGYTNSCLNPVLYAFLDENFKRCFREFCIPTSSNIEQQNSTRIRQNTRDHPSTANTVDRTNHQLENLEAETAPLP
Target sequence (P41143 whole entry, looked up): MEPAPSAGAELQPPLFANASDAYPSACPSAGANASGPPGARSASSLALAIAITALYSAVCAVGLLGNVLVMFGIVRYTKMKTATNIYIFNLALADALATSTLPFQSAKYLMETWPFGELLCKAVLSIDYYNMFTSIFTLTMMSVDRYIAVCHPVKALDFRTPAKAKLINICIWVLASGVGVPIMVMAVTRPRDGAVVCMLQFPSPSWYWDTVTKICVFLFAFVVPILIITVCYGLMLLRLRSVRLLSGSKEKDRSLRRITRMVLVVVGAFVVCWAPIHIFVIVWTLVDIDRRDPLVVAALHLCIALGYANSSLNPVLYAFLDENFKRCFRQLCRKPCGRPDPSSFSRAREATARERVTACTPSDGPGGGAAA
DAGLB inhibitor: DAGLB lipase inhibitors, primary screen, biochemical, fluorescence, HTS. Diacylglycerol lipase-beta (Homo sapiens), Q8NCG7. HEK293T DAGLB membrane lysate, EnzChek fluorogenic substrate. inhibition, % at 5.17 µM. 340,000 compounds, 0.059% hits; in the data active means inhibition above about 34%;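 further: 0% = enzyme with vehicle and 100% = wells lacking enzyme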
OPRM1-OPRD1 inv: inverse agonists of MOR-DOR heterodimerization, primary screen, cell-based, luminescence. 340,000 compounds, 0.21% hits. inhibition, % at 9.3 µM. cell-based MOR-DOR heterodimer luminescence, inverse agonism; in the data active means inhibition above about 22%, passing the limit was not always enough;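 further: 0% = cells with DMSO and 100% = wells without cells with DMSO; values of inactives mirror those of a sister screen read the other way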
V-ATPase pH: regulators of yeast V-ATPase proton pumping, primary screen, pHLuorin cytosolic pH fluorescence. S. cerevisiae. response, % at 10 µM. 350,000 compounds, 0.37% hits; in the data active means response mostly above about 7.3%, no sharp cut-off; inactive means mostly below about 5.4%; further: actives read high; inactives centre near 0; some compounds called inactive have numbers as strong as hits; reference of the scale not given here
HTR5A ag: HTR5A agonists in luminescence cell assay, primary screen, counter-screen for OPRM1-OPRD1 heterodimer agonist project, full-deck HTS; 5-hydroxytryptamine receptor 5A (Homo sapiens), P47898; cell-based; activation, % at 9.3 µM; 340,000 compounds, 0.61% hits; AID 504692, 2011; in the data active means activation mostly above about 9.5%, no sharp cut-off; inactive means mostly below about 7.6%;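 further: 0% = cells with vehicle only and 100% = reference agonist; strong numbers were not always called active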
PKA-R1A act: activators of PKA-R1A holoenzyme, primary screen, biochemical, fluorescence polarization, Cy5-IP20, bovine R1A, mouse PKAc; cAMP-dependent protein kinase type I-alpha regulatory subunit (Bos taurus) + …; 340,000 compounds, 0.083% hits; AID 504707, 2011; PKA-R1A dissociation; scaled: DMSO 0%, 113 µM cGMP 100%; activation, % at 11.4 µM;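 active means percent activation above the mean of all tested compounds plus 3 SD, cut at about 19% in these data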;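 further: higher means more PKAc released from R1A so a rise in polarization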
PKA-R2B act: activators of PKA-R2B holoenzyme, primary screen, biochemical, fluorescence polarization, Cy5-IP20, human; PKA-R2B holoenzyme dissociation; R2B truncated from residue 108, S112A mutant; 0% DMSO only, 100% 113 µM cGMP; 340,000 compounds, 0.079% hits; cAMP-dependent protein kinase catalytic subunit beta (Homo sapiens) + cAMP-dependent …; activation, % at 11.4 µM;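 active means activation above a cutoff set at the mean over all compounds plus 3 SD, cut at about 18% in these data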;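 further: higher means more holoenzyme dissociation and a rise in polarization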
The depositor's hits bear a star; · = not tested or not shown. The order is random, and some 2.4% of all compounds hit somewhere here.

structure,HTR5A inv ctr,Arr AP2 block,DSG3 Ab inh,OPRM1-OPRD1 ag,DAGLB inhibitor,OPRM1-OPRD1 inv,V-ATPase pH,HTR5A ag,PKA-R1A act,PKA-R2B act
COc1ccc(OC)c(CN2CCCC(CCC(=O)N(C)CCc3ccccn3)C2)c1 (stereo unspecified),-7,11,109,-2.1,3,11,-3,4,-8,-2
O=C(CSc1nc2ccc(Cl)cc2[nH]1)NC1CCCC1,-11,1,109,-0.5,-1,3,2,-4,7,-10
Cc1ccccc1NC(=O)Cc1nc(COC(=O)Cc2cccc(C(F)(F)F)c2)cs1,·,·,93,·,-12,·,3,·,2,-2
COc1ccc(Cl)cc1N(CC(=O)Nc1ccc2c(c1)OCO2)S(C)(=O)=O,14,-9,97,-2.0,0,11,1,1,-1,0
Cc1cc(Cl)c(S(=O)(=O)N2CCN(c3ccc(F)cc3)CC2)cc1OCC(=O)NC1CCCCC1,-7,23,100,0.9,0,-4,5,3,-4,-7
COc1cc2nc(C3CCC3)n(NC(=O)C3CCC(OC)CC3)c(=O)c2cc1OC (stereo unspecified),19,-1,103,-0.5,-2,3,2,-2,0,0
COCc1[nH]nc2c1C(c1ccnc3ccccc13)C(C#N)=C(N)O2 (stereo unspecified),-39,1,92,-0.9,2,5,-5,-4,-13,-4
CCN(CC(=O)Nc1ccc(OC)cc1)CC(=O)N1CC(=O)Nc2ccccc21,4,-4,·,-2.8,2,11,-1,-2,-13,4
COCC(C)n1c(COc2ccccc2F)nnc1SCC(=O)Nc1oc(C)c2c(C)n[nH]c(=O)c12 (stereo unspecified),-1,-23,99,-4.3,4,21,2,-1,-1,5
COc1ccc(-c2nc(-c3ccccc3)[nH]c(=O)c2C#N)cc1,-6,-4,104,-2.1,-2,13,4,3,4,-10
O=C(CCCN=C1NS(=O)(=O)c2ccccc21)OCc1ccccc1,-3,-10,96,-2.7,0,15,0,9,1,-12
O=C1N=C(N2CCOCC2)S/C1=C\c1ccc(OS(=O)(=O)c2ccccc2)cc1,3,-3,98,0.1,-2,-1,2,6,5,0
COc1ccc(C(=O)Nc2ccc(OCC(F)(F)C(F)F)c(C(F)(F)F)c2)cc1OC,15,-6,104,-0.5,-1,3,2,3,-11,-20
CC(=O)NC1C(OCc2ccccc2)OC(COC(C)=O)C(OC(C)=O)C1OC(C)=O (stereo unspecified),-22,2,84,-1.4,1,7,0,5,4,4
O=C(CS(=O)c1ccc(F)cc1)N1CCOCC1 (stereo unspecified),-13,0,113,-2.5,-3,11,-4,4,2,-5
Cc1ccccc1OCCNC(=O)/C=C/c1ccccc1,10,3,100,-0.6,-3,3,-2,-4,-11,-12
COc1cccc(C2=NN(C(=O)c3ccc(C)o3)C(O)(C(F)(F)F)C2)c1 (stereo unspecified),-10,10,97,4.2,-6,-22,5,2,0,-10
COc1ccc(-c2coc3cc(O)ccc3c2=O)cc1OC,13,-2,106,-1.6,6,7,2,-1,-5,0
Cc1cc(C(=O)N/N=C2\CCCC(C)C2)n[nH]1 (stereo unspecified),-4,9,102,0.6,2,-3,3,2,-11,3
Nc1c(S(=O)(=O)c2ccccc2)c2nc3ccccc3nc2n1Cc1ccco1,-14,28,99,-5.2,-5,26,-1,1,-9,-3
CCc1cc(C(=O)Nc2cc(S(=O)(=O)N(C)C)ccc2C)sc1C,-3,10,101,-3.7,-4,20,0,5,-8,-5
O=C(O)CSc1ccc2ccccc2n1,-5,15,104,1.4,3,-8,-2,2,0,4
COc1ccccc1C(=O)NCCNC(=O)c1ccco1,14,-3,·,-1.1,3,7,3,0,4,-4
C[C@@H]1ON(C)[C@H]2C[C@H]3c4[nH]c5ccccc5c4CCN3C(=O)[C@@H]12,·,·,101,·,0,·,0,·,-13,5
OCc1cc(Br)ccc1OCc1nc2ccccc2s1,-13,3,116,3.7,-3,-30,1,5,4,-8
COCCNc1nnc(SC(C)C(=O)Nc2ccc(-c3nc4ccc(C)cc4s3)cc2)s1 (stereo unspecified),-5,15,102,1.0,1,-5,-1,2,-12,2
O=C(COc1cccnc1[N+](=O)[O-])NCc1ccco1,24,21,87,-2.8,0,14,1,-1,-1,-6
CC(O)C(NS(=O)(=O)c1ccc2ccccc2c1)C(=O)OCC(=O)Nc1ccccc1OC(F)F (stereo unspecified),10,3,99,-2.2,2,9,-4,-4,-10,-9
Cc1ccccc1C(=O)NNC(=O)c1cc(S(=O)(=O)N2CCOCC2)ccc1C,-4,1,102,0.5,-5,-2,5,-1,6,-8
Cn1cccc1C(=O)OCC(=O)N1CC(=O)Nc2ccccc21,5,17,97,0.1,0,0,-1,-2,1,2
CCC(=O)NNc1ncnc2c1cnn2C,11,2,124,-0.7,-1,4,-2,1,-11,-12
Cc1ccccc1CN1CCN(CC2CC3C=CC2C3)CC1 (stereo unspecified),-8,7,105,1.1,-3,-6,0,5,-2,-4
C[C@H](CO)N1C[C@H](C)[C@@H](CN(C)S(C)(=O)=O)Oc2ccc(NC(=O)Nc3ccc(C(F)(F)F)cc3)cc2C1=O,1,4,105,-2.2,2,12,1,7,3,-16
O=c1[nH]c(Cc2ccccc2)nc2c1oc1ccccc12,-14,10,102,3.3,-1,-17,5,4,5,3
C[C@H](NC(=O)[C@H]1N2C(=O)c3ccccc3C2SC1(C)C)C(=O)NCc1ccncc1 (stereo partly specified),1,-6,100,-1.6,-1,8,6,2,-6,-7
COC(=O)CCCC1=CC2=C(c3ccccc3)C(=O)C(C)(OC(=O)C3CCCC3)C(=O)C2=CN1Cc1ccco1 (stereo unspecified),-24,16,104,-2.0,6,11,-8,-2,-13,-14
COc1ccc(CCNC(=O)CCc2cn(C)c3ccccc23)c(OC)c1OC,-1,8,89,-2.8,0,15,-1,0,3,-4
COC(=O)c1nn(-c2ccc(OC)cc2)c(=O)c2c(N)sc(C)c12,-17,·,103,-1.5,3,8,0,5,-9,0
Cc1cc(C(=O)N/N=C/c2cc(N=Nc3ccccc3)ccc2O)n[nH]1,8,9,·,0.0,20,0,-2,-3,4,-1
CC1=CC(C)(C)Nc2ccc(OC(=O)C(C)N3C(=O)c4ccccc4C3=O)cc21 (stereo unspecified),-5,-7,·,0.5,-1,-3,-3,-1,-12,-11
CCC1(c2ccccc2)NC(=O)N(CC(=O)Nc2ccc3c(C)cc(=O)oc3c2)C1=O (stereo unspecified),0,4,122,-0.2,1,1,-5,0,-7,-19
COc1cc(NC(=O)c2cccs2)c(OC)cc1NC(=O)CCC(=O)Nc1cccc2ncccc12,-4,20,99,-1.9,-1,10,-2,0,6,-1
COc1ccc(-c2nc(CS(=O)(=O)CC(=O)NCCc3ccccc3)c(C)o2)cc1,-10,3,98,-1.5,0,8,-6,-1,-2,0
COc1ccc2c(c1)[C@H]1[C@H](CO2)[C@H](c2ccccc2)[C@]2(C)C(=O)Nc3cc(F)c(F)cc3C(=O)N12,4,8,104,-1.1,0,6,-3,-1,-1,7
O=C(CS(=O)CC(=O)Nc1cccc2c1CCCC2)Nc1ccc(F)cc1 (stereo unspecified),2,-19,95,-1.0,6,5,3,0,-13,-8
O=C(COC(=O)c1cc(-c2ccccc2)nc2ccccc12)NCC1CCCO1 (stereo unspecified),5,2,101,-0.6,0,3,-2,-2,-15,-3
Cc1ccc(C(=O)NC(=S)Nc2ccc3c(c2)OCCO3)c(C)c1,-3,1,96,-1.2,-8,6,-3,1,1,-10
CC1CCc2c(nc3ncnn3c2N2CCN(c3ccccc3)CC2)C1 (stereo unspecified),-11,0,99,0.0,1,0,0,1,-8,1
CCC(Oc1ccc(Cl)cc1)C(=O)N1CC(=O)Nc2ccccc21 (stereo unspecified),16,19,67,-3.2,-2,17,-1,4,2,3
Cc1cc(C)c(C)c(S(=O)(=O)NCCN2CCOCC2)c1C,-16,-4,129,-3.2,-2,16,-1,5,2,-3

Continuation:
structure,HTR5A inv ctr,Arr AP2 block,DSG3 Ab inh,OPRM1-OPRD1 ag,DAGLB inhibitor,OPRM1-OPRD1 inv,V-ATPase pH,HTR5A ag,PKA-R1A act,PKA-R2B act
C=CCn1c(SCC(=O)Nc2ncc(Cc3cc(C(F)(F)F)ccc3Cl)s2)nnc1-c1ccncc1,-14,11,105,-3.1,3,17,-4,5,-7,3
COc1ccccc1-c1nc(-c2ccccc2)[nH]c(=O)c1C#N,-27,16,93,-1.4,2,10,3,10,-10,-13
CC(=O)Nc1ccc(S(=O)(=O)NCc2ccc3c(c2)cc(C)n3C)cc1,-39,5,80*,-1.0,8,5,-4,6,4,8
CN(C)S(=O)(=O)c1cccc(NC(=O)COC(=O)CCC(=O)c2ccc(F)cc2)c1,11,-17,97,1.9,-5,-14,8,-4,6,-9
O=C(NCCC(=O)N1CCC2(CC1)NCCc1[nH]cnc12)c1cccc(C(F)(F)F)c1,-10,22,106,-2.3,-1,11,-1,3,-6,-1
Cc1nc2cc(NC(=O)Nc3cccc4ccccc34)ccc2n1C,-4,-7,99,0.8,1,-5,0,1,-5,-5
CCN1CCC(CN2CCNC2=S)CC1,8,14,97,-1.0,1,5,-1,-2,-5,-4
COc1ccc(NC(=O)Cc2nnc(SCC(=O)Nc3ccccc3)n2C)cc1,4,19,99,-3.1,-4,16,-3,7,-5,-14
CC1(C)CC(=O)c2c(O)cc(OCC(=O)Nc3ccc(S(N)(=O)=O)cc3)cc2O1,6,6,96,-3.0,-1,15,-3,3,-2,10
CC1(C)Nc2ccccc2C(=O)N1NC(=O)c1ccccc1,-2,-1,110,0.0,0,0,-4,1,1,3
Cc1c(C)c2ccc(OC(C)C(=O)NCCCN3CCOCC3)c(C)c2oc1=O (stereo unspecified),10,15,101,-0.6,1,3,1,-3,-1,3
